# PfM18AAP inh – PfM18AAP inhibitors, malaria aminopeptidase, primary screen, biochemical, QFRET, recombinant enzyme | M18 aspartyl aminopeptidase (Plasmodium falciparum 3D7) | H-Glu-NHMec fluorogenic cleavage | inhibition, % at 7.35 µM | 290,000 compounds, 1.2% hits;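 active = inhibition above the campaign mean inhibition over all tested compounds plus 3 SD, cut at about 28% in these data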;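 also: 0% = plate median of test compound wells and 100% = 2 mM ZnCl2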
# PHOSPHO1 inh – PubChem AID 1565; Phosphoethanolamine/phosphocholine phosphatase (Homo sapiens), Q8TCT1; recombinant PHOSPHO1, absorbance phosphatase assay; inhibition, % at 13.3 µM; 290,000 compounds, 1.1% hits; in the data active = inhibition above about 60%
# Target sequence (Q8TCT1 whole entry, looked up): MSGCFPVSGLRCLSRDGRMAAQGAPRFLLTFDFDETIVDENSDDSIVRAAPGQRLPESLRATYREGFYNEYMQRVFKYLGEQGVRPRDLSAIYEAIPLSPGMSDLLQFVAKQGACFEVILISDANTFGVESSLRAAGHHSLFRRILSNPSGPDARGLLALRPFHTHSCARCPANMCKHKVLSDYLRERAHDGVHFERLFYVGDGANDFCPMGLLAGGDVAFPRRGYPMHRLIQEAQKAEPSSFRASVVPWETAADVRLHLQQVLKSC
# MEKK2 WT-MEK5 – modulators of MEK5 binding to wildtype MEKK2, primary screen, biochemical, multiplex bead flow cytometry, Alexa488-MEK5; AID 1531, 2009; Alexa488-MEK5 binding to MEKK2 WT; actives lie on both sides; binding response (% of control), % at 10 µM; Mitogen-activated protein kinase kinase kinase 2 (Homo sapiens), Q9Y2U5; 290,000 compounds, 1.1% hits; in the data active = binding response below about 67% or above about 130%
# MEKK2 mut-MEK5 – MEK5 binding signal on mutant MEKK2 PB1, primary screen, biochemical, multiplex bead flow cytometry, Alexa488-MEK5; percent response, % at 10 µM; 290,000 compounds, 0.35% hits; Alexa488-MEK5 binding to MEKK2 mutant; in the data active = percent response above about 24%, passing the limit was not always enough; also: inactives centre near 1; some results filed as inactive read as strong as hits; reference of the scale not given here
# OXTR ag – human OXTR agonists, primary screen, fluorescence, CHO-OTR cells, Fluo-8 calcium; Oxytocin receptor (Homo sapiens), P30559; Fluo-8 calcium fluorescence; normalized: DMSO 0%, oxytocin 100%; activation, % at 3 µM; 320,000 compounds, 0.32% hits;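 active = activation above the mean of all tested compounds plus 3 SD, cutoff set per screening run, cut at about 20% in these data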;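 also: peak over basal fluorescence ratio from a 100 s FLIPR kinetic read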
# Target sequence (P30559 whole entry, looked up): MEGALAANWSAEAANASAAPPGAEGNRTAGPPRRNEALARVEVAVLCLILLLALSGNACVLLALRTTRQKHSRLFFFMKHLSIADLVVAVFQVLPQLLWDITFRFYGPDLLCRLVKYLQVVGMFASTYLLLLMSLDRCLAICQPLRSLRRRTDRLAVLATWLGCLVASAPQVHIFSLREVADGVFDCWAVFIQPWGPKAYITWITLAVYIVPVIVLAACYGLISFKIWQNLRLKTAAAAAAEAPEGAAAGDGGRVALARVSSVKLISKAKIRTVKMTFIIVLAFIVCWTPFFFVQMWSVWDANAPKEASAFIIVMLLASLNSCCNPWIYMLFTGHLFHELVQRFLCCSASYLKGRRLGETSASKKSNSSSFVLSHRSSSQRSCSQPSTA
# GPR7 antagonist – GPR7 receptor antagonists, primary screen, cell-based, fluorescence, single concentration; GPR7-expressing cells, fluorescence antagonist assay; AID 1861, 2009; inhibition, % at 4.4 µM; 290,000 compounds, 1.1% hits; Neuropeptides B/W receptor type 1 (Homo sapiens), P48145; in the data active = inhibition above about 16%, passing the limit was not always enough;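 also: cells stimulated with the agonist NPW; 0% = agonist with vehicle and 100% = vehicle without agonist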
# Target sequence (P48145 whole entry, looked up): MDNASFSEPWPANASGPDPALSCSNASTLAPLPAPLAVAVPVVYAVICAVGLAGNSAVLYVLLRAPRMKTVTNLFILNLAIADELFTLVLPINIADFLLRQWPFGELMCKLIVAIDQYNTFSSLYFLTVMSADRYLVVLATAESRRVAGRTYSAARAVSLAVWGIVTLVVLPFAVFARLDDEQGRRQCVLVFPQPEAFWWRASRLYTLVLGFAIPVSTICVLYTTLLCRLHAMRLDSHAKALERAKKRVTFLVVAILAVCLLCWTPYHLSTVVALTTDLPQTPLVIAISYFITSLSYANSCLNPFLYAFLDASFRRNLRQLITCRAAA
# FID counter – compounds displacing fluorescent DNA intercalator, primary screen, artefact control for HCV NS3 helicase inhibitor project, biochemical, FID fluorescence; DNA fluorescent intercalator displacement; inhibition, % at 7.9 µM; 290,000 compounds, 0.17% hits; AID 1845, 2009; in the data active = inhibition above about 37%;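 also: 0% = vehicle and 100% = reference compound; higher means more ethidium bromide displaced from hairpin DNA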
# NALP1 inh – NALP1 inflammasome inhibitors in reconstituted yeast, colorimetric, S. cerevisiae, triplicate retest | 280,000 compounds, 0.61% hits | AID 2071, 2009 | inhibition, % at 10 µM | S. cerevisiae NALP1/ASC/caspase-1 growth, X-gal OD620, 72 h; in the data active = inhibition mostly above about 24%, no sharp cut-off; inactive = mostly below about 32%; also: some compounds called inactive have numbers as strong as hits
# MEKK3 PB1 HTS – modulators of MEKK3-MEK5 PB1 binding, primary screen, biochemical, wildtype MEKK3, multiplex bead flow cytometry, Alexa488-MEK5; bead-based flow cytometry, Alexa488-MEK5 binding to MEKK3; actives lie on both sides; 0 = blocked by unlabeled MEK5, 100 = vehicle; Mitogen-activated protein kinase kinase kinase 3 (Homo sapiens), Q99759; 290,000 compounds, 1.4% hits; binding response (% of control), % at 10 µM; AID 1529, 2009;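 active = binding response more than 3 SD above or below the average of its plate-row segment, actives on both sides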;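 also: Alexa488 bead fluorescence after subtracting the streptavidin-only scavenger bead signal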
# Active calls of the source: *; nt = not tested or not shown.
# Every second line gives: PfM18AAP inh	PHOSPHO1 inh	MEKK2 WT-MEK5	MEKK2 mut-MEK5	OXTR ag	GPR7 antagonist	FID counter	NALP1 inh	MEKK3 PB1 HTS
- COc1ccc(-c2c[n+]3c(n2-c2ccccc2)SCC3)cc1
  -3	32	106	8	-0.1	-6	-4	nt	106
- COc1cccc(NC(=O)COC(=O)c2ccccc2C(=O)N2CCN(c3ccccc3)CC2)c1
  5	36	97	-2	0.5	-2	-30	10	97
- CC1c2[nH]c3ccccc3c2C[C@H]2C(=O)N(CCCO)CC(=O)N12 (stereo not given in full)
  -5	28	104	0	0.3	-1	-5	11	101
- O=C(COc1ccc(C(=O)NCCc2ccccc2)cc1)Nc1ccccc1
  -4	12	96	-3	2.2	-1	-13	14	97
- CC(=O)NC(C)C(=O)OCC(=O)c1ccc(-c2ccccc2)cc1 (stereo not given)
  4	-25	101	-1	3.4	2	-19	0	107
- C#CCN(CC=C)C(=O)c1cccc(OC2CCN(S(C)(=O)=O)CC2)c1
  3	19	101	2	0.1	1	-17	0	101
- CCOC(=O)c1[nH]c(C)c(C(=O)OCc2ccccc2F)c1C
  -3	-6	103	0	-1.1	-12	-16	22	106
- CC1Cc2ccccc2N1C(=O)CN1C(=O)NC(C)(CCc2ccccc2)C1=O (stereo not given)
  -18	27	86	-9	-0.5	-11	-39	10	94
- CC1CCC2C(C1)c1sc(=O)[nH]c1SC2(C)C (stereo not given)
  8	7	93	-7	-2.3	-24	-10	37	101
- O=C(CSc1nnc(-c2ccco2)n1CC1CCCO1)c1ccc(F)cc1 (stereo not given)
  -6	48	103	2	-0.7	-3	-20	8	101

# A second format for some results above.
SMILES | PfM18AAP inh | PHOSPHO1 inh | MEKK2 WT-MEK5 | MEKK2 mut-MEK5 | OXTR ag | GPR7 antagonist | FID counter | NALP1 inh | MEKK3 PB1 HTS
COc1ccc(-c2c[n+]3c(n2-c2ccccc2)SCC3)cc1 | -3 | 32 | 106 | 8 | -0.1 | -6 | -4 | nt | 106
CC1c2[nH]c3ccccc3c2C[C@H]2C(=O)N(CCCO)CC(=O)N12 (stereo not given in full) | -5 | 28 | 104 | 0 | 0.3 | -1 | -5 | 11 | 101
CC1CCC2C(C1)c1sc(=O)[nH]c1SC2(C)C (stereo not given) | 8 | 7 | 93 | -7 | -2.3 | -24 | -10 | 37 | 101
C#CCN(CC=C)C(=O)c1cccc(OC2CCN(S(C)(=O)=O)CC2)c1 | 3 | 19 | 101 | 2 | 0.1 | 1 | -17 | 0 | 101
CCOC(=O)c1[nH]c(C)c(C(=O)OCc2ccccc2F)c1C | -3 | -6 | 103 | 0 | -1.1 | -12 | -16 | 22 | 106
CC(=O)NC(C)C(=O)OCC(=O)c1ccc(-c2ccccc2)cc1 (stereo not given) | 4 | -25 | 101 | -1 | 3.4 | 2 | -19 | 0 | 107

# (list continues)
# Every second line gives: PfM18AAP inh	PHOSPHO1 inh	MEKK2 WT-MEK5	MEKK2 mut-MEK5	OXTR ag	GPR7 antagonist	FID counter	NALP1 inh	MEKK3 PB1 HTS
- CC(=O)NCc1ccc(S(=O)(=O)NC(C(=O)O)C(C)C)cc1 (stereo not given)
  0	-21	100	-6	1.4	-2	-4	-16	111
- O=C(O)/C=C/C(=O)NC1CCCCCCCCCCC1
  -3	32	105	4	9.4	5	10	3	100
- Cc1ccc(C(=O)C(OC(=O)COc2ccccc2C)c2ccccc2)cc1 (stereo not given)
  -3	34	100	-3	2.7	-9	-9	-5	96
- Nc1cc(Cl)ccc1N1CCCC1
  -14	-10	97	-3	-0.2	-7	1	6	101
- Cc1ccc(C(C(=O)NC2CCCC2)N(Cc2cccs2)C(=O)c2csnn2)o1 (stereo not given)
  6	nt	101	3	-2.4	-13	-22	nt	115
- CC1CCCC(NC(=S)Nc2ccc(SC(F)F)cc2)C1C (stereo not given)
  -2	18	128	5	8.0	45*	-5	-6	98
- CCOC(=O)N1CCN(CC(=O)c2ccc(O)cc2O)CC1
  20	11	98	-6	2.0	5	4	10	97
- O=C(NNC(=S)NCc1ccc(Cl)cc1)c1cccnc1
  -1	-123	100	-1	0.4	-1	-4	-3	100
- Cc1cccc(C(=O)N[C@H](C(=O)NCCc2ccc(Cl)cc2)C(C)C)c1
  2	7	103	2	-0.5	13	-27	16	102
- N=c1c2c(n(Cc3ccccc3)c3c1CCC3)CCC2
  3	-5	106	1	1.1	-8	-4	23	99
- CC1(C)CC(=O)C(CC2CCCCC2=O)C(=O)C1 (stereo not given)
  0	-8	101	1	-0.7	-8	-6	8	97
- CCOC(=O)/C(C#N)=C/c1ccc(OCC(=O)Nc2cc(C)ccc2C)c(OC)c1
  1	-10	110	3	-0.1	-14	-1	34	105
- Cc1sc(NC(=O)C2CCCO2)c(C#N)c1C (stereo not given)
  3	-2	106	7	0.0	0	-6	3	113
- COc1cc(C2C3C(=O)N(Cc4ccccc4)C(=O)C3ON2c2ccccc2)cc(OC)c1O (stereo not given)
  9	18	97	0	4.2	2	-16	19	102
- O=C(CCCCCCC(=O)NCc1ccccc1)NCc1ccccc1
  -2	24	108	11	-1.4	-12	-2	0	109
- C=CCSc1nc(C)c(CC(=O)OCC(C)C)c(=O)[nH]1
  -17	0	98	3	-1.1	-6	-12	7	98
- COc1ccc(N(CC(=O)NCc2ccncc2)S(=O)(=O)c2ccc(C)c([N+](=O)[O-])c2)cc1
  4	28	108	0	-1.0	-15	-4	nt	102
- S=c1nc2ccccc2c2nc(-c3ccccc3)[nH]n12
  5	56	nt	nt	3.6	-2	-7	-5	nt
- COc1ccccc1P(=O)(c1ccccc1)c1ccccc1
  -7	-8	100	5	0.1	-5	-20	14	101
- O=C(Nc1ccc(N2CCOCC2)c([N+](=O)[O-])c1)c1ccco1
  4	30	104	4	0.3	-11	1	5	105
- O=C(CN(C(=O)c1csnn1)c1cccc2ccccc12)NCc1ccccc1
  6	22	94	-4	1.9	-14	-24	10	95
- CCC(=O)NC(NC(=S)Nc1ccc(S(N)(=O)=O)cc1)C(Cl)(Cl)Cl (stereo not given)
  4	-7	107	8	-1.1	17	3	14	101
- NS(=O)(=O)c1ccc2c(c1)C(=NO)c1cc(S(N)(=O)=O)ccc1-2
  1	5	104	1	0.8	4	5	10	104
- COc1cc(C2C(C(=O)OCCC#N)=C(C)NC3=C2S(=O)(=O)c2ccccc23)cc(OC)c1OC (stereo not given)
  2	6	103	1	-0.4	5	-23	3	105
- COc1ccc(N2CCN(c3nc(NC(C)(C)C)nc(N4CCCCC4)n3)CC2)cc1
  -1	13	106	1	-1.5	-14	5	16	101
- O=[N+]([O-])c1ccc2c(c1)S(=O)c1ccccc1-2 (stereo not given)
  -4	20	109	4	1.8	-15	3	-8	103
- CCNC(=S)NNc1ccccc1
  15	25	84	-19	0.4	-6	3	4	84
- CC(O)(CS(=O)(=O)c1ccc(Br)cc1)c1ccccc1 (stereo not given)
  6	2	98	1	-0.1	-7	-9	-4	103
- Cc1csc2nc(SCC(=O)N3CCN(c4ccccc4)CC3)[nH]c(=O)c12
  3	36	102	4	-1.0	-19	-46	2	102
- CCN(CC)CCNC(=O)Cn1nc(Cc2ccncc2)c2ccccc2c1=O
  0	25	106	1	0.2	9	1	19	100

# One compound at a time, as listed above:
# Shown for CCN(CC)CCNC(=O)Cn1nc(Cc2ccncc2)c2ccccc2c1=O = PfM18AAP inh = 0; PHOSPHO1 inh = 25; MEKK2 WT-MEK5 = 106; MEKK2 mut-MEK5 = 1; OXTR ag = 0.2; GPR7 antagonist = 9; FID counter = 1; NALP1 inh = 19; MEKK3 PB1 HTS = 100
# Shown for CC1CCC2C(C1)c1sc(=O)[nH]c1SC2(C)C (stereo not given) = PfM18AAP inh = 8; PHOSPHO1 inh = 7; MEKK2 WT-MEK5 = 93; MEKK2 mut-MEK5 = -7; OXTR ag = -2.3; GPR7 antagonist = -24; FID counter = -10; NALP1 inh = 37; MEKK3 PB1 HTS = 101

# Carrying on:
# Every second line gives: PfM18AAP inh	PHOSPHO1 inh	MEKK2 WT-MEK5	MEKK2 mut-MEK5	OXTR ag	GPR7 antagonist	FID counter	NALP1 inh	MEKK3 PB1 HTS
- CC1CCN(S(=O)(=O)c2cnc(Cl)c(Br)c2)CC1
  -9	-5	101	-2	-1.9	-12	-5	34	102
- CSc1ccc(C(=O)N2CCC(n3nccc3NC(=O)C3CC3)CC2)cc1
  1	32	97	-1	-0.4	-18	-20	8	99
- Cc1ccc(S(=O)(=O)N(C)CC(O)Cn2c3ccccc3c3ccccc32)cc1 (stereo not given)
  -4	-15	98	-2	-1.4	1	-20	32	104
- O=C(COc1ccccc1Cl)NC1CC1
  1	43	107	7	-0.2	-24	-4	6	103
- CN(C)CCOc1ncnc2c1oc1ccccc12
  -12	12	107	7	1.3	-5	2	14	108
- Cn1cccc1Cc1nnc(SCC(=O)Nc2nccs2)n1C
  0	30	102	0	0.8	-12	-10	36	102
- Cc1nn(C(C)C(=O)N/N=C/c2ccc(N(C)C)cc2)c(C)c1[N+](=O)[O-] (stereo not given)
  4	8	108	14	2.8	-5	-20	12	107
- CCN1CCN(C(=O)Cn2ncc3ccsc3c2=O)CC1
  0	-34	98	-2	0.3	5	3	33	95
- COCCCn1cnc2c(c1=O)c1nc3ccccc3nc1n2-c1ccccc1
  0	9	113	14	-0.1	-18	-5	-2	109
- COc1ccc(C(=O)Nc2ccc3nc(N4CCN(C)CC4)cc(C)c3c2)c(OC)c1
  -3	30	156*	24*	0.8	-10	11	16	106
- CCCS(=O)(=O)N1CCCC(C(=O)NCCN(Cc2ccccc2)C(C)C)C1 (stereo not given)
  -6	23	107	0	-0.7	-16	5	7	108
- COC(=O)c1c(Cc2ccccc2Cl)c[nH]c1C
  0	2	103	1	-1.4	-15	-7	30	104
- COc1ccccc1N(CC(=O)N(CC(C)C)CC(C)C)S(=O)(=O)c1cccs1
  -10	24	107	1	-2.5	8	-21	12	111
- Cn1c(=O)oc2cc(S(=O)(=O)NC3CCCCC3)ccc21
  1	45	91	-1	1.7	-5	-11	-6	98
- Cc1ccc(S(=O)(=O)NN2C(=O)c3ccccc3NC2c2ccccc2F)cc1 (stereo not given)
  2	32	97	-5	-1.5	-10	-19	-2	100
- CCOCCCNC(=O)c1c[nH]c2c(CC)cccc2c1=O
  -12	28	84	-13	0.5	1	-4	-3	96
- Cc1nnc(SCC(=O)c2ccc(S(=O)(=O)N3CCOCC3)cc2)n1-c1ccccc1
  2	40	99	-3	-0.1	-7	-25	-1	96
- Nc1cccc(NP(=O)(c2ccccc2)c2ccccc2)c1
  1	12	97	-1	0.6	-4	-8	-38	97
- O=C(Nc1sc2c(c1C(=O)O)CCCCC2)c1ccccc1
  7	4	87	-12	-1.9	-1	-1	-22	97
- Cc1ccc(Cn2cc(C(=O)NN)c(=O)c3ccc(F)cc32)cc1
  3	11	100	5	0.2	-9	-20	-14	104

# Compound activity from PubChem.
